BoNT A protease: BoNT A light chain protease inhibition | multiplex microsphere protease substrate cleavage, flow cytometry | 0.17% of 360,000 active | AID 588499 | inhibition, % at 10 µM; note: plate controls were buffer without enzyme for full effect and enzyme alone for no effect
FBA Mtb inh: inhibits M. tuberculosis FBA enzyme; P9WQA3; purified M. tuberculosis FBA, fluorescence read-out; inhibition, % at 1 µM; 2.3% of 360,000 active; in the data active = inhibition above about 27%;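 note: 0% = vehicle and 100% = reference inhibitor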
Target sequence (P9WQA3 whole entry, looked up): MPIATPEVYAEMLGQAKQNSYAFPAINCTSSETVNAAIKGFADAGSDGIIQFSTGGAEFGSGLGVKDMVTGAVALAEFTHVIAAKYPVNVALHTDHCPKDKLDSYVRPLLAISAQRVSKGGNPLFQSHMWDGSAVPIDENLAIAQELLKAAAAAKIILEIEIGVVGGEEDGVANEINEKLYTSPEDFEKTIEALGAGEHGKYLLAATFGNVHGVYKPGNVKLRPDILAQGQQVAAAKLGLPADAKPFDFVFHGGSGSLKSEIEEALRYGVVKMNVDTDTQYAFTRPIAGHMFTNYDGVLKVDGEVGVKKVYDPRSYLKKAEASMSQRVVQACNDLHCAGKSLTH
FadD28 binding: inhibitors of Mycobacterium tuberculosis FadD28 bisubstrate binding; FadD28 bisubstrate probe binding, fluorescence polarization; inhibition, % at 12.5 µM; 0.22% of 360,000 active; in the data active = inhibition above about 8.5%, passing the limit was not always enough; inconclusive = no clear call, values can overlap the other calls
GDH-TPI inh: GDH-TPI coupled enzyme inhibition counter-screen; GDH-TPI coupled enzyme counterscreen, NADH absorbance; inhibition, % at 4.8 µM; 1.2% of 360,000 active; AID 588335; in the data active = inhibition above about 30%;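 note: 0% = DMSO wells and 100% = wells lacking the enzyme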
BoNT F protease: inhibitors of Botulinum neurotoxin F light chain protease. 0.22% of 360,000 active. Multiplex microsphere protease cleavage assay, flow cytometry. inhibition, % at 10 µM. AID 588497; in the data active = inhibition above about 35%, passing the limit was not always enough; inconclusive = no clear call, values can overlap the other calls; note: plate controls were buffer without enzyme for full effect and enzyme alone for no effect
PfHsp40 rescue: rescue of PfHsp40-mediated yeast toxicity; 0.68% of 340,000 active; growth rescue, % at 12.5 µM; S. cerevisiae expressing PfHsp40, growth rescue, ATP luminescence; in the data active = growth rescue above about 28%, passing the limit was not always enough; inconclusive = no clear call, values can overlap the other calls;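 note: yeast W303a lacking pdr1 and pdr3 grown in galactose medium; growth measured after three days at 30 °C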
Mtb UGM inh: Mtb UDP-galactopyranose mutase inhibition | P9WIQ1 | purified UGM, fluorescence polarization probe displacement | inhibition, % at 10 µM | 0.06% of 320,000 active | AID 504406; in the data active = inhibition above about 10%, passing the limit was not always enough; inconclusive = no clear call, values can overlap the other calls
Target sequence (P9WIQ1 whole entry, looked up): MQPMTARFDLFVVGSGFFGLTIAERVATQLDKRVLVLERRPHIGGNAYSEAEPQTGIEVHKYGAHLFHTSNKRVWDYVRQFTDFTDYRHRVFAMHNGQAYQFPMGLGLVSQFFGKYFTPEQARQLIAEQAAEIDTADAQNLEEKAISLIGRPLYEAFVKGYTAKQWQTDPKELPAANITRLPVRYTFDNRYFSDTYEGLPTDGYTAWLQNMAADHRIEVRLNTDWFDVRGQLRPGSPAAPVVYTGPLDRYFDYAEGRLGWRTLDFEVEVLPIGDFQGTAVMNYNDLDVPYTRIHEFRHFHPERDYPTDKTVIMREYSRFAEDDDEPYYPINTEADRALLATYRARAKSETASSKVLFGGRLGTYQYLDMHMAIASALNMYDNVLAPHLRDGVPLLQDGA
Mtb BioA inh: BioA (M. tuberculosis) enzyme inhibition; purified M. tuberculosis BioA enzyme, plate reader; inhibition, % at 9.99 µM; 0.096% of 360,000 active; AID 602481; in the data active = inhibition above about 40%; inconclusive = no clear call, values can overlap the other calls
Anthrax LF prot: inhibitors of Bacillus anthracis lethal factor protease. multiplex microsphere protease cleavage assay, LF. inhibition, % at 10 µM. 0.12% of 360,000 active. AID 588501; note: plate controls were buffer without enzyme for full effect and enzyme alone for no effect
* hit, by the source's call; ? = inconclusive; . = not tested or not shown. Cut-off read from the data, not from the text of the source, unless noted: active = inhibition above about 30%; inconclusive = no clear call, values can overlap the other calls; inactive = below that.

SMILES	BoNT A protease	FBA Mtb inh	FadD28 binding	GDH-TPI inh	BoNT F protease	PfHsp40 rescue	Mtb UGM inh	Mtb BioA inh	Anthrax LF prot
CC1CCCCN1C(=O)C(=O)c1cn(CC(=O)N2CCCC2)c2ccccc12 (configuration not stated)	2.0	6	0.0	2	0	-2.2	0.8	0.0	6
O=C(Nc1ccccc1Cl)c1csc(-c2cccnc2)n1	?	2	-0.1	4	?	-0.5	4.5	-0.4	1
O=C(Nc1ccc(F)cc1)c1cccc2ccccc12	-4.5	-2	-5.6	13	?	0.3	-2.9	-0.1	-16
COc1ccc(-c2nn(-c3ccccc3)cc2C(=O)NC2CC2)cc1	-1.2	0	-2.2	-2	-4	1.1	-0.4	-0.7	-2
COCCOC(=O)C1=C(C)NC(=O)NC1c1c(Cl)nc2ccccn2c1=O (configuration not stated)	2.0	3	-1.3	31*	8	-1.0	2.5	-1.8	3
CCN(CC(=O)NC1CCS(=O)(=O)C1)S(=O)(=O)c1ccc(F)cc1 (configuration not stated)	0.1	-1	0.3	10	4	-0.1	-0.9	.	1
OC(c1ccccc1)c1nccc2ccccc12 (configuration not stated)	1.1	5	-0.2	-4	1	1.7	-0.2	.	-7
CN(Cc1ccccc1)Cc1c(O)ccc2ccccc12	.	9	-2.8	1	.	4.2	-0.1	-1.1	.
CCOC(=O)C1=C(C)N(CC)C(=S)NC1c1ccccc1OC(F)F (configuration not stated)	0.2	-1	-0.8	6	-6	-1.7	2.2	.	2
CC(=O)c1ccc(NC(=O)CN2CCN(c3ncccn3)CC2)cc1	2.0	-1	0.1	-4	8	0.9	-2.1	27	-6
COc1ccc(CCNC(=O)c2ccc(N3CCCC3=O)cc2)cc1	.	5	-0.2	3	.	0.1	-0.8	-1.0	.
Fc1cccc2ncnc(OCc3ccccc3)c12	0.6	-1	-3.4	2	0	-0.6	-0.3	.	0

Three compounds from above, ordered by molar mass, falling.
SMILES	BoNT A protease	FBA Mtb inh	FadD28 binding	GDH-TPI inh	BoNT F protease	PfHsp40 rescue	Mtb UGM inh	Mtb BioA inh	Anthrax LF prot
COCCOC(=O)C1=C(C)NC(=O)NC1c1c(Cl)nc2ccccn2c1=O (configuration not stated)	2.0	3	-1.3	31*	8	-1.0	2.5	-1.8	3
CCOC(=O)C1=C(C)N(CC)C(=S)NC1c1ccccc1OC(F)F (configuration not stated)	0.2	-1	-0.8	6	-6	-1.7	2.2	.	2
Fc1cccc2ncnc(OCc3ccccc3)c12	0.6	-1	-3.4	2	0	-0.6	-0.3	.	0

Next section
SMILES	BoNT A protease	FBA Mtb inh	FadD28 binding	GDH-TPI inh	BoNT F protease	PfHsp40 rescue	Mtb UGM inh	Mtb BioA inh	Anthrax LF prot
COc1ccc(/C(C)=N/N2C(C)CCCC2C)c(OC)c1 (configuration not stated)	-1.9	4	-3.4	-3	7	-0.3	-4.3	0.5	-18
Cc1ccc(S(=O)(=O)N2CCNC(=O)C2)c(C)c1	1.0	6	-2.2	1	9	-0.4	.	-0.3	5
O=C(N/N=C/c1ccc(O)cc1)NC12CC3CC(CC(C3)C1)C2	-0.6	0	2.4	14	8	1.1	-1.0	0.5	2
O=C(CCCO)N/N=C/c1ccccc1[N+](=O)[O-]	0.2	-1	-0.8	8	7	0.3	0.0	.	-1
CCOC(=O)C(NC(=O)CC)(Nc1sc(C)c(CC)c1C#N)C(F)(F)F (configuration not stated)	-1.7	1	-0.1	7	-26	-2.0	-0.6	.	-1
COc1cc2c(cc1NC(=O)COC(=O)C(CCSC)NC(=O)c1ccccc1Cl)oc1ccccc12 (configuration not stated)	-0.4	-7	-5.3	13	-3	3.0	2.2	.	-1
CC(C)c1ccccc1NC(=O)c1cnccn1	?	-1	-1.8	4	-5	0.0	-0.6	-1.1	-2
CC(=O)Nc1ccc(S(=O)(=O)N[C@@H](C)C(=O)N2CCN(C/C=C/c3ccccc3)CC2)cc1	5.4	4	-2.1	3	-3	0.9	.	1.0	-6
CC(=O)Nc1ccc(S(=O)(=O)N2CCc3ccccc3C2)cc1	-0.5	-4	-1.5	8	0	-0.2	3.1	1.5	-2
COc1ccc(-c2cc(C)no2)cc1S(=O)(=O)N(C)c1ccc(C)cc1	1.9	-3	0.6	0	6	1.7	0.3	-1.5	1
Cc1cccc(C)c1NC(=O)CN(C)CC(=O)Nc1cc(Cl)ccc1C#N	0.6	-1	-0.2	-3	9	3.9	1.0	-0.5	-3
Cc1cccc(/C=N/NC(=O)NC23CC4CC(CC(C4)C2)C3)n1	-0.8	0	-0.1	0	-8	1.4	-0.4	-0.4	?
COC(=O)[C@H](Cc1ccccc1)NC(=O)Cn1ccc(NC(=O)OCc2ccccc2)nc1=O	-0.4	-2	-2.0	6	-6	2.3	-3.1	-2.5	-7
CN(CC(=O)Nc1ccc(Cl)cc1)CC(=O)Nc1cccc(Br)c1	-0.4	-1	-2.4	0	-10	0.6	1.8	4.8	6
COCCNC(=O)CN(Cc1ccc2c(c1)OCO2)C(=O)CCC(=O)Nc1nccs1	-0.1	2	-2.6	4	5	-0.1	0.0	.	-4
Cc1cc(C)cc(NC(=O)CN2CCCN(S(=O)(=O)c3ccc(Br)s3)CC2)c1	0.0	1	-1.9	1	-11	3.2	-3.9	-3.0	-5
O=C(Nc1cccc(C(=O)N2CCOCC2)c1)NC1CCCCC1	0.2	0	0.1	2	15	0.0	2.2	-0.9	1
COc1ccc(C(C(N)=O)c2ncc(C(F)(F)F)cc2Cl)cc1 (configuration not stated)	0.2	1	-4.2	-7	-4	-0.5	0.7	.	-2
CC(=O)c1cccc(Oc2cc(NN3CCCCC3)c([N+](=O)[O-])cc2[N+](=O)[O-])c1	-0.5	-2	-3.2	13	-4	2.3	2.8	-0.6	-1
CC(C)/C=C/C(=O)N1CCC(N2CCC(C(=O)N3CCOCC3)CC2)CC1	0.1	1	0.0	-4	-3	0.1	1.2	.	-3
COc1cccc(CN2CCC2(C)C(=O)Nc2ccc3c(c2)OCO3)c1F (configuration not stated)	-0.8	2	-3.5	9	-22	.	.	-0.3	-8
NNC1=N[C@H]2CS(=O)(=O)C[C@H]2S1	0.1	2	0.1	8	2	0.4	1.0	.	-3
Cc1ccc(Cl)cc1NC(=S)N(Cc1ccccc1)Cc1cccnc1	0.1	-1	-1.2	4	2	-0.4	1.2	.	-9
Cc1sc2nc(SCC(=O)N3CC(C)OC(C)C3)n(C)c(=O)c2c1C (configuration not stated)	1.3	0	-2.9	9	6	-0.9	-2.0	5.2	2
O=C(O)c1ccccc1-c1nc2cc(Cl)ccc2c(=O)n1O	-0.1	2	-4.0	-1	-1	-1.0	1.2	.	0
CC1CCN(C(=O)COC(=O)C2CCN(S(=O)(=O)c3ccc(Cl)c(C(F)(F)F)c3)CC2)CC1	.	-2	-3.2	10	.	-1.2	1.3	-2.1	.
Cc1cc2ccccn2c1C(=O)c1ccccc1F	-0.6	1	-4.3	-3	0	1.4	7.3	1.0	-2
COc1ccc(CNC(=O)CCC(=O)N2CCN(S(=O)(=O)c3cc([N+](=O)[O-])ccc3C)CC2)cc1	1.3	0	-3.3	-4	-8	-0.2	.	-0.5	4
CCN(CC)S(=O)(=O)c1ccc(-c2nnco2)cc1	-1.4	-6	-0.6	3	-8	-0.5	-1.9	1.1	-6
CC(C)COc1ccc(C(=O)OCC(=O)N(C)CC(=O)Nc2ccc(F)cc2)cc1	-1.2	2	-1.0	2	8	-0.1	1.2	-2.6	-3
CC(NCC(O)COCCC12CC3CC(CC(C3)C1)C2)c1ccccc1 (configuration not stated)	0.1	-1	-3.9	8	-15	-0.4	-0.2	0.2	-1
CN(C)S(=O)(=O)c1cccc(NC(=O)Cn2cc(C(F)(F)F)cc(Cl)c2=O)c1	-0.1	0	-2.6	-9	-2	0.3	5.2	.	-2
Cc1ccccc1C(=O)c1cccn1CC(=O)NCCN1CCN(c2cccc(C)c2C)CC1	-0.2	-1	-2.6	4	-4	-2.2	-5.7	-0.2	4
O=S(=O)(Nc1ccc(-c2ccc3nncn3n2)cc1)c1ccccc1Cl	-4.0	3	-0.7	14	-1	.	2.5	.	-2
CCOC(=O)c1oc2cc(O)cc(O)c2c(=O)c1OCc1ccccc1	-1.9	1	0.0	3	-24	0.1	0.5	0.3	-3
COc1cccc(C(=O)NCC(=O)OCC(=O)C(C)(C)C)c1	0.0	2	-1.9	9	-3	0.0	0.4	2.8	2
On1c(-c2ccccc2)nc2ccccc21	-0.6	10	0.8	-10	-7	-1.2	0.7	.	-2
CC(C)[C@H](NC(=O)c1ccccc1)C(=O)OCC(=O)c1c(N)n(C)c(=O)n(C)c1=O	-1.7	-1	-3.2	-9	-1	1.2	0.5	0.6	-1
O=P(Cc1nnco1)(c1ccccc1)c1ccccc1	0.1	2	-0.7	12	-11	-0.8	-3.3	-1.6	-1
CC1CN(C(=O)CCS(=O)(=O)c2ccccc2)CC(C)O1 (configuration not stated)	-1.0	1	-1.2	2	-8	-0.1	-0.4	-1.4	-5
Cn1cc(-c2coc3c(C(=O)NCc4cccnc4)cccc23)cn1	-0.2	-2	-5.8	-6	-2	.	.	7.1	-4
O=C(NC1CCCCC1c1ccccc1)c1ccccc1 (configuration not stated)	-0.2	1	-2.6	0	-2	-0.9	.	.	-1
Fc1cccc(-n2c(-c3ccco3)nc3nc4ccccc4nc32)c1	0.6	52*	-3.4	-7	-7	0.6	3.2	0.0	-1
CC1(C(=O)Nc2ccccc2)Cc2c(-c3ccc4c(c3)OCO4)ccnc2O1 (configuration not stated)	0.0	48*	-3.5	4	0	.	.	2.1	0
CCCN1CCC(=O)NC1=S	0.3	2	-1.6	-1	9	-0.8	.	-0.3	-2
c1ccc(COCCCn2cc(-c3ccccc3)nn2)cc1	-0.9	5	1.1	-5	-11	0.2	3.7	4.0	-3
COc1ccc(-c2nnn(CC(=O)N3CCN(c4ccc(F)cc4)CC3)n2)cc1	-0.3	2	-1.8	4	-2	-1.9	-2.4	2.9	-1
CCN(Cc1ccccc1)Cc1ccc(OCc2ccccc2)c(OC)c1	0.9	-1	-1.8	-3	?	0.8	-0.1	1.3	-4

An excerpt from above with just GDH-TPI inh, BoNT A protease and Mtb UGM inh.
SMILES | GDH-TPI inh | BoNT A protease | Mtb UGM inh
Fc1cccc(-n2c(-c3ccco3)nc3nc4ccccc4nc32)c1 | -7 | 0.6 | 3.2
CC1(C(=O)Nc2ccccc2)Cc2c(-c3ccc4c(c3)OCO4)ccnc2O1 (configuration not stated) | 4 | 0.0 | .
CCCN1CCC(=O)NC1=S | -1 | 0.3 | .

The listing continues.
SMILES	BoNT A protease	FBA Mtb inh	FadD28 binding	GDH-TPI inh	BoNT F protease	PfHsp40 rescue	Mtb UGM inh	Mtb BioA inh	Anthrax LF prot
O=C(O)c1nc(-c2ccccc2)n(-c2ccccc2)n1	0.0	1	1.0	4	4	-0.3	-3.6	.	-3
O=C(Cc1ccccc1)NCC(=O)N1CCCCC1	0.1	1	-1.7	6	-6	-1.5	-0.7	-0.5	-5
COc1ccc(C(=O)Nc2nc(CC(=O)NCCc3cccc(OC)c3)cs2)cc1	-2.7	0	-7.4	0	-13	2.0	-2.7	.	-1
COc1ccc(NC(=O)Nc2nnc(-c3ccco3)s2)cc1	0.1	1	-2.6	10	-7	1.4	1.0	0.0	-3
O=C(NCCC(=O)N1CCN(c2ccc(F)cc2)CC1)c1ccco1	0.3	-1	0.2	-4	10	0.6	.	2.8	2
CCNc1ccc2c(Cl)cc(=O)oc2c1	0.7	19	-0.9	5	-5	1.0	0.7	.	1
CNc1snc(C)c1C(=O)OCC(=O)c1ccc(Cl)cc1	-1.4	-3	-3.3	1	-2	0.2	-0.4	-2.4	-1
COc1ccc(CCN2C(=O)CC(C(C)c3ccccc3)C2=O)cc1OC (configuration not stated)	0.0	0	-1.8	2	-3	-0.2	-0.7	.	-1
COc1ccc(S(=O)(=O)NCCOc2ccccc2)cc1-n1cnnn1	-0.8	4	-11	4	1	1.3	-3.4	0.5	5
CSCC[C@H](NC(=O)Cc1c(C)c2c(cc(C)c3c(C)c(C)oc32)oc1=O)C(=O)O	-0.5	20	-2.4	17	-10	.	2.1	0.2	-7
COc1ccccc1N=Nc1c(O)[nH]c2ccc(Br)cc12	2.7	-2	1.7	-2	21	-0.8	-0.3	-3.0	6
CC1(C)CC(=O)c2cc(OCC(=O)N3CCN(Cc4ccccc4)CC3)ccc2O1	-0.9	7	-0.7	4	-3	-1.2	0.7	.	-6

High-throughput results (PubChem BioAssay)
